TGFb inhibitor – TGF-b pathway inhibition | Potency, µM (titrated, usually from 46.1 µM), without a hit: at the highest dose activity, negative = inhibition, hits mostly inhibitors | 410,000 tested, 1.2% active | HepG2 CAGA-GFP TGF-b/SMAD3 reporter, GFP fluorescence, 18 h; TGF-beta stimulated, 500 pg/mL final; also: potency is read from the fitted curve at half-maximal effect; % is scaled to controls: 0 for no effect and ±100 for the full control effect; nearly all actives have a fitted effect of over 65% in size
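Read-out: total well GFP (ex488/em500-530) summed from mean per-cell fluorescence. Cells: HEPG2 CAGA-GFP, 1% FBS DMEM, 18 h at 37 degrees C with 500 pg/mL final TGF-beta. Unstimulated wells served as the full-inhibition control; stimulated DMSO wells = 0%.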
Nrf2 activator – activators of Nrf2 (ARE) signaling. AREc32 ARE-luciferase reporter (MCF7-derived line), luminescence, 24 h. AID 624171. Potency, µM (series often up to 46.1 µM), for the others: at the top dose activation, usual class: activators. 410,000 tested, 0.31% active; also: potency is read from the fitted curve at half-maximal effect; % of control where 0% means no effect; nearly all actives have a fitted effect of over 65% in size
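AREc32_Fluc, 1000 cells/well, OPTI-MEM + 5% FBS, o/n 37 deg C 5% CO2; 23 nL cpd by pin tool, 24 hr; Steady-Glo 30 min RT, luminescence.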
HepG2 viability – kills HepG2 cells in TGF-b inhibitor counter-screen | 410,000 tested, 0.76% active | Potency, µM (doses to about 46.1 µM), inactives show top-dose activity change, negative = cytotoxicity, usual class: cytotoxic | HepG2 CAGA-GFP viability, ATP luminescence, 18 h; also: potency is read from the fitted curve at half-maximal effect; some results filed as inactive show a strong effect at the top dose
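CellTiter-Glo luminescence gave cytotoxicity after 18 hours at 37 degrees C. The cells were HepG2 CAGA-GFP in 1% FBS DMEM, stimulated with 500 pg/mL TGF-beta after compound addition. %Activity was normalised to no-cell wells (complete cell-killing) and DMSO (no toxicity), and curves were fitted and classified.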
Mm-Cpn inhibitor – inhibitors of Methanococcus maripaludis chaperonin (MmCpn); 330,000 tested, 0.031% active; Potency, µM (top dose mostly 76.9 µM), without a hit: at the top dose activity, negative = inhibition, most hits filed as inhibitors; purified Mm-Cpn ATPase, ADP Transcreener TR-FRET; also: potency is read from the fitted curve at half-maximal effect; % is scaled to controls: 0 for no effect and ±100 for the full control effect; nearly all actives have a fitted effect of over 80% in size
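25 nM Mm-CPN + cpd, 10 min 37°C; + 10 uM ATP, 30 min 37°C; buffer 30 mM Tris pH 7.4, 100 mM KCl, 5 mM MgCl2, 1 mM DTT; Transcreener ADP HTRF detection 30 min RT.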
CCT modulator – cytosolic chaperonin activity modulation | purified chaperonin ATPase assay, HTRF ADP detection, 30 min | activity change, % (no concentration beside the values), hits read low | 360,000 tested, 0.3% active | AID 651819; in the data active = activity change below about -30%; also: % is scaled to controls: 0 for no effect and ±100 for the full control effect
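First, chaperonin was dispensed at 40 nM or 20 nM final depending on batch activity. Next, compounds were pinned at 76 uM and ATP added at 10 uM. After 30 min at 37 °C, ADP detection reagents ran 30 min at ambient temperature.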
pAkt inh – inhibitors of Akt phosphorylation. Neuro2A IGF-stimulated pAkt S473 HTRF, 20 min; active compounds read low. activity change, % for hits at 50 µM. 360,000 tested, 0.32% active. AID 651550; in the data active = activity change below about -80%; inconclusive = mostly about -51% to -80%; also: % is scaled to controls: 0 for no effect and ±100 for the full control effect
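Neuro2A cells in DMEM with 0.5% FBS, overnight at 37 deg C, given compound at single 50 µM final, then IGF (6 nM final) for 20 min at 37 deg C. Lysed; phospho-Akt Ser473 by HTRF after 24 h, 665/615 ratio.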
A549 tox – kills or reduces viability of A549 cells in Nrf2 counter-screen; Potency, µM (doses to about 46 µM), for inactives: at the top dose activity change, negative = cytotoxicity, usual class: inhibitors; 390,000 tested, 0.16% active; A549 ARE-Fluc cells, CellTiter-Fluor viability, 18-24 h; also: potency is read from the fitted curve at half-maximal effect; % is scaled to controls: 0 for no effect and ±100 for the full control effect
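A549 ARE-Fluc cells in 5% FBS OPTI-MEM, 5000 cells/well, rested 2 h then exposed to compounds in concentration-response for 18-24 h at 37 °C. Viability by CellTiter-Fluor fluorescence (Ex 405/Em 525) after 30 min; luciferase luminescence (BugLite, 15 min, RT) read afterwards.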
ATXN viability – cell viability loss in ATXN counter-screen | S2 cells (HEK-293 line with an ATXN2-luciferase reporter) viability, CellTiter-Fluor protease fluorescence, 24 h | 400,000 tested, 0.49% active | Potency, µM (series often up to 56.7 µM), hits mostly cytotoxic; also: potency is read from the fitted curve at half-maximal effect; nearly all actives have a fitted effect of over 40% in size
Nrf2 inh – Nrf2 pathway inhibition; A549 ARE-Fluc reporter, luciferase luminescence, 18-24 h; Potency, µM (titrated, usually from 46 µM), for inactives: at the top dose activity change, negative = inhibition, actives largely listed as inhibitors; 360,000 tested, 2.1% active; also: potency is read from the fitted curve at half-maximal effect; % is scaled to controls: 0 for no effect and ±100 for the full control effect; nearly all actives have a fitted effect of over 60% in size
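Concentration-response testing used A549 ARE_Fluc cells at 5000 cells/well. Following an 18-24 h compound incubation, viability was read by fluorescence (Ex 405/Em 525) and luciferase output by luminescence.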
* = called active by the depositor; i = inactive; u = inconclusive; x = not tested or not shown; [ ] = remark or other dose. Unless noted, calls follow the shape of the dose curve; as a rule, active = well fitted curve in the direction sought with a large enough effect; inconclusive = small, poorly fitted or top-dose-only effect, or another doubt; inactive = no such curve, though single readings can be large; an effect the other way counts as inactive or inconclusive.

nr	SMILES	TGFb inhibitor	ATXN viability	Mm-Cpn inhibitor	A549 tox	HepG2 viability	Nrf2 inh	pAkt inh	CCT modulator	Nrf2 activator
1	Cc1cccc(N2CCN(Cc3ccc(Br)o3)CC2)c1C	u	i	1%	0%	-52%	-17%	i	-0.1	0.3%
2	O=c1[nH]c(CSc2ccccn2)nc2ccccc12	16%	i	0%	1%	-19%	u	i	-5.4	11%
3	FC(F)(F)c1nc(-c2ccccc2)ncc1-c1nnnn1-c1ccccc1	u	i	-1%	-2%	1%	u	i	-1.5	0.3%
4	Cc1cc(C)nc(SCc2nnc(SCC(=O)NCc3ccco3)n2-c2ccccc2)n1	11%	i	0%	-8%	9%	-19%	i	-1.2	0.0%
5	CCOC(=O)Cc1csc(NC(=O)C(C)(C)C)n1	-6%	i	2%	0%	10%	28%	i	3.7	-0.2%
6	Cc1ccc(/C=C2\SC(=S)N(CCCC(=O)Nc3ccccn3)C2=O)cc1	4%	i	1%	u	-12%	2.3µM*	i	-2.4	-2.2%
7	O=C1CC(C(=O)Nc2ccc(Cl)cc2[N+](=O)[O-])C2(CCCCC2)O1 (stereo not drawn)	-36%	i	1%	3%	-52%	5%	i	-1.3	0.1%
8	CCOC(=O)c1c(NC(=O)C2C3C=CC(C3)C2C(=O)O)sc2c1CCCC2 (stereo not drawn)	-13%	i	-5%	3%	-14%	-22%	i	2.5	-0.6%[9.22 µM]
9	Cc1nc(N2CCC(C)CC2)c2c(C)c(C(=O)O)sc2n1	0%	i	-27%	-11%	-2%	15%	i	0.8	4.7%
10	O=[N+]([O-])c1cccnc1Sc1ccc(F)cc1	-13%	i	x	2%	7.1µM*	-7%	i	-0.2	3.1%
11	Cc1cccc(Nc2ncnc3onc(-c4ccc(F)cc4)c23)c1C	0%	i	1%	0%	-12%	0%	i	-1.5	0.4%
12	COc1cc(-c2cc(C(=O)Nc3ccccc3N3CCOCC3)c3ccccc3n2)cc(OC)c1OC	-3%	i	0%	-16%	-24%	u	i	-1.2	7.2%
13	COC(=O)c1ccccc1NC(=O)NC1CC1	23%	u	3%	13%	3%	-2%	i	0.5	-0.5%
14	CC(C)C[C@H](NC(=O)OC(C)(C)C)C(=O)N1CCC(C(=O)O)CC1	-8%	i	-1%	-12%	-5%	4%	i	-8.6	0.4%
15	CN(C)C=NC(=O)c1cccn1-c1ncc(C(F)(F)F)cc1Cl	20%	i	6%	2%	4%	-2%	i	-5.0	-0.4%
16	CC(C)c1cc(C(=O)N/N=C/c2ccoc2)c(O)c(C(C)C)c1	u	i	1%	9%	-22%	-2%	i	-2.3	-0.3%
17	C/C(=N\Nc1ccc([N+](=O)[O-])cc1[N+](=O)[O-])c1cccnc1	20%	i	1%	-16%	4%	u	i	0.9	5.7%
18	O=C(CCCc1ccccc1)N1CCN(c2ccc([N+](=O)[O-])cc2)CC1	0%	i	1%	u	2%	x	i	-1.4	5.6%
19	COc1cccc2cc(C(=O)NCCc3ccccc3)oc12	0%	i	1%	0%	1%	u	i	-0.1	0.3%
20	CC1CCCCN1C(=O)c1cc2nc(-c3ccccc3)cc(-c3ccccc3)n2n1 (stereo not drawn)	u	i	-6%	-14%	-6%	u	i	2.6	-0.6%
21	COC(=O)c1ccc(C)c(NC(=O)c2ccc(Cn3cc([N+](=O)[O-])cn3)o2)c1	3%	i	-2%	-4%	1%	-15%	i	-3.6	0.5%
22	COc1ccc(/C=C\C(=O)NCc2ccc3c(c2)cc(C)n3C)cc1OC	5%	i	u	3%	-1%	-24%	i	-0.8	-0.7%
23	CCn1c(-c2ccc(C(C)(C)C)cc2)n[nH]c1=S	-18%	i	2%	u	-20%	x	i	-29	3.8%
24	O=C(Oc1ccc(-c2nnco2)cc1)C1CCN(C(=O)c2ccc(F)cc2)CC1	u	i	-1%	0%	-13%	13%	i	-1.9	-1.4%
25	CC(C)(C)C(=O)C(Cc1ccccc1Cl)n1cncn1 (stereo not drawn)	-1%	i	0%	0%	-9%	-25%	i	-1.1	-0.4%
26	COC(=O)c1ccc(-n2c(C)cc(/C=N/Nc3nc(C)cc(=O)[nH]3)c2C)cc1	-6%	i	-3%	-1%	-12%	8%	i	1.4	4.6%
27	NC(=O)c1ccc(-n2nnnc2SCc2ccc(F)cc2)cc1	-6%	i	0%	3%	-3%	-6%	i	0.2	-0.8%
28	COc1cc2c(cc1NC(=O)Nc1cccc(C)c1)oc1ccccc12	0%	i	-5%	-2%	-22%	u	i	-1.0	0.4%
29	Cc1ccc(NC(=S)N2CCC(c3ccc(C)cc3)C2)cc1 (stereo not drawn)	-8%	i	3%	4%	-20%	4%	i	0.0	6.1%
30	COCC(=O)N(C)C[C@H]1N[C@@](Cc2ccccc2)(C(=O)OC)[C@H]2C(=O)N(C)C(=O)[C@@H]12	4%	i	2%	3%	4%	2%	i	0.5	-0.6%
31	CCn1c(=O)cc(OCC(=O)N2CCCCCC2)c2ccccc21	-20%	x	u	-6%	-8%	6%	x	2.3	4.8%
32	CCOc1cccc(C2/C(=C(/O)c3ccc4c(c3)CC(C)O4)C(=O)C(=O)N2CCN2CCOCC2)c1 (stereo not drawn)	4%	i	-4%	-1%	-3%	4%	i	1.6	0.0%
33	COC(=O)[C@@H]1CCCN1Cc1c(C(=O)N2CCOCC2)nc2c(C)cccn12	5%	i	-6%	0%	-1%	-8%	i	0.6	-0.9%
34	O=C(Nc1cccc(C(=O)N2CCCCC2)c1)C1CCC1	10%	i	x	-2%	1%	4%	i	-0.1	-0.7%
35	O=S(=O)(NCCc1csc(-c2cccnc2)n1)c1ccc(F)cc1	-10%	i	-7%	-4%	-23%	-12%	i	-3.1	-1.0%
36	COc1ccc(CNC(=O)CCc2nnc3ccc(NCCCN4CCCC4=O)nn23)cc1	-1%	i	1%	5%	-6%	1%	i	1.9	-0.9%
37	COc1ccc(CC(=O)NCC(c2cccs2)S(=O)(=O)c2ccc(F)c(C)c2)cc1 (stereo not drawn)	-7%	x	x	0%	-5%	x	x	x	-0.7%
38	Cc1noc2ncnc(N3CCCC(C(=O)NC(C)C)C3)c12 (stereo not drawn)	0%	i	x	-3%	-5%	13%	x	x	0.5%
39	Cc1ccc(NC(=S)NCCc2ccccc2)nc1	-23%	u	-3%	16%	-18%	-12%	i	-0.6	5.7%
40	O=C(CSc1n[nH]c(-c2cccnc2)n1)Nc1cccc(Cl)c1	-12%	u	1%	2%	0%	-28%	i	-2.4	2.3%
41	COc1ccc(OC)c(NC(=O)CC(NC(C)=O)c2ccccc2)c1 (stereo not drawn)	12%	i	2%	-1%	1%	-6%	i	0.0	0.1%
42	O=C(c1cc2ccccc2o1)N1CCOCC1	13%	i	2%	-1%	-1%	u	i	-9.4	0.4%
43	Cc1nc(NC(=S)NC(=O)c2cccs2)sc1C(=O)N(C)C	-9%	i	-1%	-10%	4%	27%	i	1.7	3.7%
44	CC(=O)Nc1ccc(NC(=O)COc2ccc([N+](=O)[O-])cc2)cc1	-8%	i	-3%	1%	-3%	0%	i	-2.7	3.1%
45	Cc1ccc(C(=O)CC2(O)C(=O)N(Cc3ccccc3)c3ccccc32)c(C)c1 (stereo not drawn)	u	i	x	-7%	-28%	u	x	x	6.1%

Ordered by value in Nrf2 activator (lowest first): 4 of the compounds above
entry | molecule | Nrf2 activator
37 | COc1ccc(CC(=O)NCC(c2cccs2)S(=O)(=O)c2ccc(F)c(C)c2)cc1 (stereo not drawn) | -0.7%
32 | CCOc1cccc(C2/C(=C(/O)c3ccc4c(c3)CC(C)O4)C(=O)C(=O)N2CCN2CCOCC2)c1 (stereo not drawn) | 0.0%
42 | O=C(c1cc2ccccc2o1)N1CCOCC1 | 0.4%
39 | Cc1ccc(NC(=S)NCCc2ccccc2)nc1 | 5.7%

Next section
nr	SMILES	TGFb inhibitor	ATXN viability	Mm-Cpn inhibitor	A549 tox	HepG2 viability	Nrf2 inh	pAkt inh	CCT modulator	Nrf2 activator
46	O=C(N/N=C/c1ccccc1O)C1CC(=O)N(c2ccc(Cl)cc2)C1 (stereo not drawn)	-28%	i	3%	1%	-13%	1%	i	-2.1	-0.9%
47	CCc1ccc(NC(=O)Cc2csc(COc3cccc(C)c3)n2)cc1	-10%	u	x	0%	-40%	-5%	x	x	0.5%
48	COC(=O)c1cc(-c2ccc(OC)cc2)nc2nc(SC)[nH]c(=O)c12	-20%	i	0%	8%	-11%	u	i	1.2	-0.3%
49	O=C(Nc1ccccc1)Nc1nnc(Cc2ccc(F)cc2)s1	0%	i	2%	2%	-13%	2%	i	-1.6	3.0%
50	CCOC(=O)c1ccc(S(=O)(=O)Nc2cc(C(C)(C)C)no2)cc1	u	i	-3%	2%	-5%	3%	i	-0.8	-0.5%
51	CN(CCOc1ccccc1)CC(O)COCc1ccccc1F (stereo not drawn)	9%	i	0%	1%	-7%	-3%	i	1.8	-0.4%
52	CN1CCN(C(=O)c2cnn3c(C(F)(F)F)cc(-c4ccc5c(c4)OCO5)nc23)CC1	-7%	i	0%	-3%	6%	-5%	i	-1.2	0.0%
53	Cc1ccc(OCC(=O)OCC(=O)Nc2sccc2C(N)=O)cc1C	-4%	i	-3%	0%	-6%	-2%	i	-1.6	0.4%
54	CNC(=O)CSc1nc(-c2ccccc2)c(-c2ccccc2)o1	-10%	i	1%	-3%	-10%	-30%	i	-1.9	0.2%
55	CSc1cccc(CN2CCC(CO)(Cc3cccc(C(F)(F)F)c3)CC2)c1	u	u	3%	-6%	-110%	11%	i	1.2	-0.5%
